# Bioassay records (PubChem BioAssay)
# PTK2B oligo ant – antagonists of human Pyk2 oligomerization | AID 1347419 | Q14289 | Q293 cells, Pyk2 FERM NanoBiT luminescence; hits give low values | hit rate 0.83% among 99,000 | z-score (the deposit names both 25 µM and 10 µM);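 active = Z-score of -3 or lower, scaled per plate to the spread of control and sample wells; inactive = z-score above -3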;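 note: negative z-score means lost luminescence so less FERM oligomerization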
# Target sequence (Q14289 whole entry, looked up): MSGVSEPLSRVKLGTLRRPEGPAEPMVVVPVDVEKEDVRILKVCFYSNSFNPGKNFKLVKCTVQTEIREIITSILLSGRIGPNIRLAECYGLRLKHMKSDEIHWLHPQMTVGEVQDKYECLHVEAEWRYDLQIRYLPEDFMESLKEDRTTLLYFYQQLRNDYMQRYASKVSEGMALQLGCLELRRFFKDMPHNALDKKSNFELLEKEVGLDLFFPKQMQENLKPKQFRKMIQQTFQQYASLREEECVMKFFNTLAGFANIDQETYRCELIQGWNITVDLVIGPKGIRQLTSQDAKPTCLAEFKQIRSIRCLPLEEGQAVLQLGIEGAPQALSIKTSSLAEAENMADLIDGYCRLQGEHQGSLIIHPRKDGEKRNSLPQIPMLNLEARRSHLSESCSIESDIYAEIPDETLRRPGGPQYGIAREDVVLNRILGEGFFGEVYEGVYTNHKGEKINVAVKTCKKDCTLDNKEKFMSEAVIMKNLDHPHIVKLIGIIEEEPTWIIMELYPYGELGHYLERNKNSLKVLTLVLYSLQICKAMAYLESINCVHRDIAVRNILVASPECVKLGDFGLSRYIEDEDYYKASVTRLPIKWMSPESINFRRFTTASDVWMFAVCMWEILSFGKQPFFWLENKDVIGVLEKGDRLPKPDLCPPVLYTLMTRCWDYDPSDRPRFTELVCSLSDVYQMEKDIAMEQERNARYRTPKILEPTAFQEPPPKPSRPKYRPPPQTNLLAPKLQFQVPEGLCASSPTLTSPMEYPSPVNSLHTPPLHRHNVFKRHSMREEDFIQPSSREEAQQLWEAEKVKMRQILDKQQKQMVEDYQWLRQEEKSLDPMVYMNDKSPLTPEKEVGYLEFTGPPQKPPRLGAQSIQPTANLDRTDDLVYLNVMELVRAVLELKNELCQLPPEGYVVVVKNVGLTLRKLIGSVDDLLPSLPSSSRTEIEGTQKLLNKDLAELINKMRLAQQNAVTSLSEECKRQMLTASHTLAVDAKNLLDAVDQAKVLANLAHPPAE
# HUVEC inhibit – human endothelial cell proliferation inhibition; HUVEC proliferation, CellTiter-Glo luminescence, 72 h; hits give low values; viability, % at 10 µM (by protocol); hit rate 1.1% among 86,000; AID 648;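 active = viability at or below 30%; inactive = viability above 30%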;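 note: 100% = median luminescence of DMSO-only cell control wells on each plate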
# cytoskel mod – alters cytoskeleton assembly in HUVEC cells; inhibition, % at 2 µM; hit rate 0.18% among 91,000; HUVEC TNFa F-actin phalloidin imaging, high content;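 active = inhibition above the batch mean plus 3 SD and confirmed as a hit by visual image inspection, cut at about 30% in these data, passing the limit was not always enough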; note: strong numbers were not always called active
# VCAM1 TNFa inh – reduces TNF alpha induced VCAM1 expression in HUVEC | HUVEC TNFa-induced VCAM-1 immunofluorescence, high-content imaging | inhibition, % at 2 µM | hit rate 0.48% among 95,000;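 active = inhibition above the batch mean plus 3 SD, with images confirmed as a hit by eye, cut at about 37% in these data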;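 note: 0% = TNF-stimulated DMSO wells and 100% = unstimulated control wells; not every result past the cut was called active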
# H69AR growth 86K – blocks growth of human H69AR lung tumor cells; H69AR lung tumor viability, ATP luminescence, 72 h; hits give low values; viability, % at 10 µM; hit rate 6% among 85,000;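 active = viability at or below 40%; inactive = viability above 40%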;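 note: multidrug resistant small cell line overexpressing MRP-1 efflux transporter; 100% = mean luminescence of untreated control wells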
# HUVEC tox TNFa – toxic to HUVEC cells under TNF alpha stimulation; HUVEC TNFalpha-stimulated, Hoechst cell count, imaging; cell count reduction, % at 2 µM; hit rate 0.17% among 93,000; AID 848;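 active = cell count reduction exceeding the screen mean by over 5 SD, scaled to untreated wells per plate, cut at about 78% in these data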;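 note: cells counted after 24 h of TNF alpha exposure following the 1 h pretreatment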
# Smad3 inh – blocks human Smad3 binding to FoxH1 peptide; TR-FRET Smad3/Dy647-FoxH1 peptide binding, europium anti-His; inhibition, % at 25 µM; hit rate 0.29% among 88,000;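 active = compounds that reduce the energy-transfer binding signal between the protein and its labelled peptide by more than half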;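 note: 0% = Smad3 plus labelled peptide maximal FRET and 100% = peptide-only background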
# HUVEC tox IL1B – toxic to HUVEC cells under IL-1B stimulation; AID 845; HUVEC cell count loss, Hoechst imaging, IL-1B stimulated; cell count reduction, % at 2 µM; hit rate 0.41% among 94,000;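 active = cell count reduction more than 3 SD above the screen-wide mean, cut at about 70% in these data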;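 note: normalized per plate to untreated control cells as the no-loss baseline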
# Lung fibro prol – blocks proliferation of human lung fibroblasts | LL 47 human lung fibroblast viability, ATP luminescence; hits give low values | viability, % at 10 µM | hit rate 1.1% among 85,000 | AID 719;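 active = viability at or below 50% in the single dose screen; inactive = viability above 50%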;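 note: compound exposure lasted 72 h before the ATP readout; 100% = median luminescence of untreated cell-only wells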
#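 Test system: LL 47 human lung fibroblasts; Quantity: 1,150 cells/well; Buffer or medium: IMEM plus 15% FBS; Dosing: tenfold compound dosing solution, DMSO at 0.1%; Timing: overnight cell rest, 72 h compound treatment at 37 °C; Detection: ATP-based CellTiter-Glo luminescent readout; Read-out basis: viability percentage against median untreated-cell control; Controls: cell-only wells, no compound.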
# The depositor's hits bear a star; · = no result given; [ ] = remark or other dose. These rows are one share of the data. The share of hits here may be higher or lower than overall.
# The line under a structure holds: PTK2B oligo ant	HUVEC inhibit	cytoskel mod	VCAM1 TNFa inh	H69AR growth 86K	HUVEC tox TNFa	Smad3 inh	HUVEC tox IL1B	Lung fibro prol
> CCOC(=O)c1cc(-c2ccccc2)sc1NC(=O)CC(C)C
 : -1.1	·	-1	-3	·	-47	·	-53	·
> O=C1CN(C(=O)COC(=O)COc2ccc3c(c2)CCC3)c2ccccc2N1
 : 1.8	104	2	-2	90	-46	0	-20	101
> Cc1ccc(C(=O)COC(=O)c2ccccc2N2C(=O)C3C4CCC(C4)C3C2=O)cc1C (stereo not drawn)
 : 0.3	·	1	7	·	-29	·	-30	·
> Cc1cnc(C(=O)N2CCN(S(=O)(=O)c3ccc4ccccc4c3)CC2)cn1
 : -0.99	107	-7	-12	79	17	-5	23	98
> COc1ccccc1NC1=NCC(=O)N1Cc1ccccc1
 : 0.36	·	-7	12	·	-12	·	0	·
> O=C(CNC(=O)c1ccccc1F)OC(C(=O)Nc1cc(C(F)(F)F)ccc1Cl)c1ccccc1 (stereo not drawn)
 : -1.3	·	-3	-5	·	4	·	20	·
> Cc1cc(NC(=O)c2cc3ncc(Br)cn3n2)no1
 : 0.15	91	19	-1	99	-20	12	4	93
> COc1ccc(-c2cc(C(F)(F)F)n3ncc(C(=O)NCC4CCCO4)c3n2)cc1 (stereo not drawn)
 : 0.65	99	4	14	20*	10	-21[fluorescence artefact?]	7	97
> O=C(NNc1cccc(Cl)n1)Nc1cccc(Cl)c1
 : -1.5	·	-4	16	·	6	·	-9	·
> CCCC(c1nnnn1Cc1cccs1)N1CCN(c2ccc(OC)cc2)CC1 (stereo not drawn)
 : -2.3	105	-14	11	97	-41	-6	0	102
> COc1cc2cc(CN(Cc3nnnn3Cc3ccccc3)CC3CCCO3)c(=O)[nH]c2cc1OC (stereo not drawn)
 : 0.97	85	-40	-5	99	2	-1	1	91
> CC1(C)CC(=O)C/C(=N/NC(=O)CCCOc2ccc(Cl)cc2Cl)C1
 : 0.25	·	39	2	·	-12	·	-22	·
> Clc1ccc(OCc2nc(-c3ccc(Br)o3)no2)cc1
 : ·	107	1	21	88	-56	3	17	105
> c1ccc(CN2CCC(Nc3nc(-c4ccccc4)nc4ccccc34)CC2)cc1
 : -0.54	4.0*	-39	-3	2.1*	10	2	7	5.4*
> Cn1cc(C(=O)N/N=C/C(Br)=C\c2ccccc2)ccc1=O
 : -0.3	·	-13	-2	·	6	·	8	·
> COc1cc(Br)cc(/C=N/c2ncn[nH]2)c1O
 : 2	77	-8	8	102	-12	6	-4	93
> Nc1nc2n(c1C(=O)c1ccccc1)CCC2
 : 3.2	85	4	0	99	-30	0	6	91
> CCCCOC(=O)Nc1cc(OC)c(Cl)cc1OC
 : -0.29	102	·	·	78	·	-1	·	93
> CCN(CC)CCCN1C(=O)C(=O)/C(=C(/O)c2ccc3c(c2)OCO3)C1c1ccccn1 (stereo not drawn)
 : ·	86	19	-9	96	-29	-12	-29	92
> O=C(Cn1nc(-c2ccccc2F)ccc1=O)NCc1ccc2c(c1)OCO2
 : 1.1	95	24	-9	100	-35	-13	-6	105
> COc1ccc(CNC(=O)c2ccc3c(c2)N(C)C(=O)CS3=O)cc1 (stereo not drawn)
 : ·	105	4	1	95	-40	7	1	105
> CCCCOc1ccc(CNC(=O)NS(=O)(=O)c2ccc(OCC)cc2)cc1
 : 0.43	95	-5	-13	86	12	8	-12	101
> O=C(CC(=O)NCc1cccnc1)NCc1cccnc1
 : -0.29	104	6	3	90	-26	-1	-14	122
> CC(C)C[C@H](NC(=O)OC(C)(C)C)C(=O)N1CCC(C(=O)N[C@@H](Cc2ccccc2)C(=O)O)CC1
 : -0.2	98	-22	-16	97	-6	-10	-19	97
> O=C(Nc1ccccc1[N+](=O)[O-])c1nc[nH]c1C(=O)NCCO
 : 0.83	·	7	2	·	-2	·	-23	·
> O=C(CCCn1c(=O)[nH]c2cc(Cl)ccc2c1=O)NC1CCCCCCC1
 : 0.35	112	-4	-9	74	5	-11	24	99
> COc1cc(-c2nnc(SC(C)C(=O)Nc3c(C)n(C)n(-c4ccccc4)c3=O)o2)cc(OC)c1OC (stereo not drawn)
 : 0.46	92	18	16	84	-10	-2	23	109
> Cc1ccc2nc(C)cc(N3CCOCC3)c2c1
 : 1.2	102	10	10	102	-10	0	-24	104
> CN(C)C(=S)NC1(C)CCS(=O)(=O)C1 (stereo not drawn)
 : -0.63	·	-27	-2	·	-13	·	-45	·
> Cc1ccccc1N1CCN(C(=O)CCN2C(=O)c3ccccc3C2=O)CC1
 : -0.43	·	11	12	·	-6	·	-6	·

# Three entries from above, arranged by their value in Smad3 inh, rising.
Structure	Smad3 inh
CC(C)C[C@H](NC(=O)OC(C)(C)C)C(=O)N1CCC(C(=O)N[C@@H](Cc2ccccc2)C(=O)O)CC1	-10
COc1cc(-c2nnc(SC(C)C(=O)Nc3c(C)n(C)n(-c4ccccc4)c3=O)o2)cc(OC)c1OC (stereo not drawn)	-2
CCCCOC(=O)Nc1cc(OC)c(Cl)cc1OC	-1

# Further records follow:
# The line under a structure holds: PTK2B oligo ant	HUVEC inhibit	cytoskel mod	VCAM1 TNFa inh	H69AR growth 86K	HUVEC tox TNFa	Smad3 inh	HUVEC tox IL1B	Lung fibro prol
> CCOC(=O)Cc1csc(SC(C)C(=O)Nc2ccc(NC(C)=O)cc2)n1 (stereo not drawn)
 : 0.97	97	11	-6	99	-13	7	7	95
> O=C1OC(C(=O)O)Cc2ccccc21 (stereo not drawn)
 : -0.1	101	29	11	86	-36	0	-17	104
> Cc1ccc(/C=N/c2sc3c(c2C#N)CCC3)s1
 : 1.1	92	-5	8	88	2	-7	10	94
> Nc1nonc1-c1noc(N2CCOCC2)n1
 : 0.38	85	-8	-6	78	23	9	-20	94
> Cc1ccc(S(=O)(=O)Nc2ccc3nc(N)sc3c2)cc1
 : -0.85	99	-8	20	102	-8	7	21	95
> Cc1cccn2c(/C=N/OCc3ccc(F)cc3)c(-c3ccc(Cl)cc3)nc12
 : 0.27	·	34	12	·	-5	·	11	·
> Cc1ccc(N(CN2CCCC2=O)C(=O)c2ccc(C)c(C)c2)cc1
 : -1.7	105	21	-2	92	-53	9	-48	98
> O=C(CSc1nnc(-c2ccco2)n1Cc1ccco1)NCc1cccs1
 : -0.49	100	30	-11	86	-21	-4	14	101
> O=C(O)CCCC(=O)NS(=O)(=O)c1ccc(Cl)cc1
 : -0.17	97	4	2	88	1	9	7	99
> CCOC(=O)CSC1=C(C#N)C(c2ccccc2Cl)C(C(=O)OC)C(=O)N1 (stereo not drawn)
 : -0.08	92	·	-2	81	-22	16	-11	94
> C=C1c2ccc(C)cc2NC(=O)N1c1ccccc1
 : ·	89	15	11	80	-14	0	-28	91
> COC(=O)c1ccc(NC(=O)c2ccco2)cc1
 : 1.3	112	·	·	111	·	67*[fluorescence artefact?]	·	96
> CCO/C(C)=N/n1c2nc3ccccc3nc2c2c(=O)n(CC(C)C)c(C)nc21
 : -0.16	95	-19	36	85	46	3	-14	98
> COc1cc(C2C(C(C)=O)=C(O)C(=O)N2c2ccc(Br)cn2)ccc1O (stereo not drawn)
 : -1.1	·	18	-22	·	-8	·	-15	·
> CCC(C)Sc1nc2c(cnn2-c2ccc(C)cc2)c(=O)[nH]1 (stereo not drawn)
 : ·	106	7	8	92	-23	10	8	109
> Cc1cc(N2CCCC2=O)cc(C)c1S(=O)(=O)NCCOc1ccccc1
 : 1.2	107	3	0	90	2	6[fluorescence artefact?]	7	97
> C=CCNC(=O)c1nc2ccccc2s1
 : 1.3	95	2	4	101	1	6	13	94
> COc1ccc(NC(=O)c2cc(-c3ccc(OC)c(OC)c3)on2)cc1OC
 : 0.45	87	20	3	92	-12	-4	-6	101
> COc1ccc(C(=O)NCCCN2CCOCC2)cc1OC
 : 0.17	97	2	15	86	-12	3	-37	98
> CCSc1nnc(NC(=O)CCn2c(=O)oc3ccccc32)s1
 : ·	84	·	·	74	·	-10	·	95
> Cc1ccc(NC(=O)CSc2nnc(-c3ccccc3Br)o2)cc1C
 : 0.41	98	-31	1	77	-23	-9	-50	88
> COc1ccccc1N(CC(=O)NCc1ccccc1)C(=O)CCC(=O)Nc1cc(C)ccn1
 : -0.41	101	4	29	87	-3	-5	-14	104
> CC(=O)c1c(C)nc(-c2ccccc2)n1O
 : 0.98	104	19	-6	92	0	1	-13	97
> Cc1ccc(NC(=O)Cn2c(=O)oc3cc(S(=O)(=O)N4CCC(C)CC4)ccc32)cc1C
 : ·	77	7	21	17*	-17	2	-8	89
> O=C(CSc1nnc(CNC(=O)c2cccs2)o1)NC1CCCC1
 : 0.95	104	1	16	102	-5	-15	-29	104
> COc1ccc2[nH]cc(C(=O)CNc3nc(C)cs3)c2c1
 : -0.64	·	6	22	·	1	·	19	·
> CCN(CC)CC(=O)NCc1cc(-c2ccc(OC)cc2)no1
 : 0.63	·	-11	-1	·	-24	·	2	·
> CCOC(=O)CCc1c(C)nc2ncnn2c1C
 : -0.43	93	13	-7	93	-48	10[fluorescence artefact?]	21	98
> Cc1cc(C)c2c(c1)/C(=C/C(=O)c1ccc(Br)s1)C(=O)N2
 : -2.4	7.1*	1	5	1.8*	-1	7	-18	15*
> COc1cc(S(=O)(=O)N(Cc2ccccn2)Cc2ccco2)ccc1-n1cnnn1
 : -0.39	86	-10	-1	72	-3	0	28	98
> COc1ccccc1N1CCN(C(=O)C(Cc2ccccc2)NC(=O)C2CCCCC2)CC1 (stereo not drawn)
 : 0.65	102	7	11	65	-11	3	-12	97
> CC(C)CC(c1nnnn1Cc1ccco1)N1CCN(c2cccc(Cl)c2)CC1 (stereo not drawn)
 : -0.02	78	17	-14	81	-13	2	12	110
> Cc1cc(NC(=O)c2ccc(N(C)S(=O)(=O)c3ccccc3)cc2)no1
 : -0.69	98	13	3	87	-15	8	0	94
> COc1cccc(Sc2ccccc2CN(C)C)c1
 : 1.2	·	5	13	·	-11	·	17	·
> CC(C)=C1C2C=CC1C(C(=O)Nc1cc(C)ccc1C)C2C(=O)O (stereo not drawn)
 : 0.64	96	·	·	94	·	1	·	95
> CCOC(=O)N1CCC(NC(=O)CCCN2C(=O)CSc3ncccc32)CC1
 : -0.06	103	·	·	88	·	6	·	97
> COC(=O)[C@H](CCSC)NC(=O)Nc1ccc(C)cc1C
 : -0.41	102	·	-6	·	-22	6	-1	100
> Cc1cc(C)cc(NC(=O)CSc2nnc(-c3ccccc3C)o2)c1
 : -1.1	84	-19	-21	102	-8	-19	25	102
> O=C1C2C3C=CC(CC3)C2C(=O)N1/N=C/c1ccccc1O (stereo not drawn)
 : -0.81	·	4	4	·	-21	·	-20	·
> COC(=O)C1=C(C)N(CCc2ccccc2)C(=O)C1(NS(=O)(=O)c1ccc(NC(C)=O)cc1)C(F)(F)F (stereo not drawn)
 : -0.1	84	8	7	102	1	3	11	99
> C=CCCCOc1ccc(C(=O)O)cc1
 : 0.54	96	-37	76*	104	35	1	8	98
> Cc1cccc(-c2noc(C3CCCCC3)n2)c1
 : 1.1	104	9	-3	101	·	-3	-19	101
> Cn1c(=O)n(CCN2CCOCC2)c(=O)c2c1nc1n2CCN1c1ccc(Oc2ccccc2)cc1
 : 0.06	84	·	·	62	·	-3	·	95
> CNc1nc(-c2ccccn2)nnc1-c1ccccc1
 : 0.14	11*	-7	5	68	1	-17	-4	13*
> O=C1CCCC2=C1C1(CCCCC1)N=C(Nc1nc3ccccc3o1)N2
 : -1.2	81	5	16	79	-28	-3	-15	90
> Fc1ccccc1CNc1ccc(Cl)cc1
 : 0.13	·	1	0	·	-17	·	-19	·
